Ecoli viability – reduces bacterial viability in AddAB counter-screen | AID 449728 | inhibition, % at 11.9 µM | 330,000 tested, 0.27% active | E. coli V3065 growth, OD600 absorbance, 18 h;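 active = inhibition above the campaign's mean inhibition across all tested compounds plus 3 SD, cut at about 9.9% in these data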;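 note: uninfected addAB+ strain grown without phage in ampicillin broth; 0% = DMSO wells and 100% = ciprofloxacin 0.95 µg/ml wells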
SR-BI DiI-HDL act – activators of SR-BI mediated HDL lipid uptake; CHO ldlA[mSR-BI] cells, DiI-HDL uptake fluorescence, 3 h; 100 = double the neutral-control signal; 320,000 tested, 0.096% active; activation, % at 12.5 µM;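 active = mean replicate activation of at least 60% and every replicate at or above 60%; inconclusive = mean or all-replicate condition met, but not both; inactive = mean below 60% and not all replicates reaching 60%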;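 note: 0% = median plate neutral-control signal and 100% = twice that signal; values of inactives mirror those of a sister screen read the other way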
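Test system: SR-BI-overexpressing, LDLR-lacking CHO cells; Also added: labelled HDL, 10 µg/mL; Measured by: bottom-read cell fluorescence after medium removal, ex 550/em 595 nm; Timing: 3 h uptake period with compound, 37 °C; Buffer or medium: F12, 0.5% BSA, 25 mM HEPES; Doses: single compound concentration, delivered by pin transfer.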
Tat export inh – inhibitors of E. coli Tat protein transport; inhibition, % at 10 µM; E. coli MC4100 TorA-mCherry Tat export, fluorescence; 340,000 tested, 0.036% active; AID 488895;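 active = mean replicate inhibition at least 50% and at least half of replicates individually reaching 50%; inconclusive = only one of the two criteria met; inactive = neither criterion met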;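 note: exported cargo escapes ClpAP degradation while cytoplasmic cargo is degraded and loses fluorescence; 0% = median of neutral control wells and 100% = median of NaSCN control wells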
CAL PDZ FP-1 – blocks peptide binding to the human CAL PDZ domain. Q9HD26. purified CAL PDZ, TMR-peptide fluorescence polarization, 1 h. inhibition, % at 24.9 µM. 300,000 tested, 0.92% active. AID 602252;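 active = mean inhibition of at least 30% with at least half of replicates also reaching 30%; inconclusive = no clear call, values can overlap the other calls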;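 note: 0% = DMSO neutral control and 100% = excess unlabeled competitor peptide PRC23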
phage Ecoli inh – E. coli growth loss with phage present. inhibition, % at 11.9 µM. AID 651602. 360,000 tested, 0.26% active. growth absorbance; in the data active = inhibition above about 11%
MITF TRPM1 HTS – increases MITF-driven TRPM1 promoter luciferase signal; activation, % at 12.5 µM; SK-MEL-5 TRPM1-promoter luciferase, 24 h; % of positive control, neutral wells = 0; 300,000 tested, 0.75% active;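 active = mean activation of at least 80% with every replicate also reaching 80%; inconclusive = mean reaches 80% but some replicate falls short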;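 note: 0% = neutral control wells and 100% = parthenolide positive control wells; values of inactives mirror those of a sister screen read the other way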
AddAB inh – less growth of phage-infected E. coli with AddAB | E. coli expressing H. pylori AddAB, absorbance growth | inhibition, % at 11.9 µM | 330,000 tested, 0.29% active | AID 435030; in the data active = inhibition above about 12%;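 note: 0% = vehicle wells of infected cells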
Wnt bcat act – Wnt/beta-catenin pathway activation; activation, % at 9.35 µM; AID 743398; Wnt/beta-catenin reporter cell assay, activator, plate reader; 300,000 tested, 1.2% active; in the data active = activation above about 30%, passing the limit was not always enough; inconclusive = no clear call, values can overlap the other calls;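 note: 0% = neutral control wells and 100% = positive control wells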
CAL PDZ FP-2 – inhibitors of human CAL PDZ peptide binding | Q9HD26 | purified CAL PDZ, TMR-peptide fluorescence polarization, 1 h | inhibition, % at 20 µM | 330,000 tested, 0.02% active | AID 504414;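 active = highest replicate inhibition of at least 40%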;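 note: plate controls were DMSO neutral control wells for no effect and unlabeled competitor peptide control wells for full effect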
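Read-out basis: mP drop reported as inhibition | Assay system: Tagged CAL PDZ protein CerCALP, purified | Benchmarks: Unlabelled peptide for full inhibition, DMSO wells as neutral | Schedule: 1 h incubation at room temperature before polarization reading | Buffer or medium: Sodium phosphate/NaCl buffer pH 7.4 with TCEP, IgG, Thesit | Doses: Single point, 20 µM | Measured by: Fluorescence polarization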
SR-BI HDL uptake – mouse SR-BI HDL lipid transfer inhibition; inhibition, % at 12.5 µM; ldlA[mSR-BI] CHO cells, DiI-HDL uptake fluorescence, 3 h; AID 488896; 320,000 tested, 0.96% active; Q61009;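 active = mean replicate inhibition of at least 70% and a set share of replicates each scoring 70 or more; inconclusive = meets just one of the two criteria; inactive = fails both criteria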;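 note: 0% = median of neutral control wells and 100% = median of positive control wells; values of inactives mirror those of a sister screen read the other way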
Target sequence (Q61009 whole entry, looked up): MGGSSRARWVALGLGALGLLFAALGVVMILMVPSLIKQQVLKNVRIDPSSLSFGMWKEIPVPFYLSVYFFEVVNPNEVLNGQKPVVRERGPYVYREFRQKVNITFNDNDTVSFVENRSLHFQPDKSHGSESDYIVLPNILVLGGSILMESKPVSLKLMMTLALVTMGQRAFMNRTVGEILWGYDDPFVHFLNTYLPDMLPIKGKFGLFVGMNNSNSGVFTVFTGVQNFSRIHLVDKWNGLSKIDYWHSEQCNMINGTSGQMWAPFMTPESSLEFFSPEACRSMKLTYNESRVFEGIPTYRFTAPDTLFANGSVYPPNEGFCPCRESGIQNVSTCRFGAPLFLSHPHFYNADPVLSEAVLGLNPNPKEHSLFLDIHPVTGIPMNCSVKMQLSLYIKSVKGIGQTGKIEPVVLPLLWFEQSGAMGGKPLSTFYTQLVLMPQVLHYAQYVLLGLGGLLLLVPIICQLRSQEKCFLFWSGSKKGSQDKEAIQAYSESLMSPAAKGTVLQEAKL
Numbers without * were called inactive; ? = inconclusive; · = not tested or not shown.

SMILES	Ecoli viability	SR-BI DiI-HDL act	Tat export inh	CAL PDZ FP-1	phage Ecoli inh	MITF TRPM1 HTS	AddAB inh	Wnt bcat act	CAL PDZ FP-2	SR-BI HDL uptake
Cc1cccc(C)c1-n1c(C)cc(/C=N\Nc2ccc([N+](=O)[O-])cn2)c1C	0.2	-80	2	-4	2.6	21	1.4	-3	0.6	80*
O=[N+]([O-])c1cccnc1N/N=C/c1ccccc1O	0.3	-29	2	76*	-2.0	-1	1.0	0	-0.6	29
CCOCCCNC(=O)C(c1ccc(Cl)cc1)N(Cc1cccs1)C(=O)c1ccccn1 (centres undefined)	-0.8	1	-6	4	1.8	0	4.0	7	0.1	-1
CCc1c(C(=O)NCc2ccccc2Cl)[nH]c(C)c1C(C)=O	4.4	-28	-8	-5	4.2	-2	1.2	-1	-1.5	28
CC(C)NC(=S)Nc1c(N)[nH]c(=O)[nH]c1=O	0.2	27	4	1	2.5	-9	0.9	6	-0.8	-27
Cc1ccc2c(c1)c1c(n2CCc2ccc(C)nc2)CCN(C)C1	1.2	3	-2	-1	-0.3	9	1.6	-1	0.0	-3
CCN(Cc1nc(-c2ccc(Cl)cc2)no1)CC1CCCO1 (centres undefined)	-0.5	18	-3	0	-2.9	11	3.8	-2	-0.4	-18
CC(=O)c1c(C)[nH]c(C(=O)COC(=O)CCCOc2ccccc2)c1C	0.0	-12	0	2	2.3	4	2.3	0	-2.7	12
COc1ccc(CCNCC(O)COc2cccc(Br)c2)cc1 (centres undefined)	-1.7	35	-2	-2	2.0	1	3.3	3	-3.0	-35
Cc1nc2ncnn2c(C)c1CCC(=O)N1CCN(Cc2ccccc2)CC1	2.8	-6	-6	1	-1.2	·	1.3	·	0.1	6
O=S(=O)(c1ccccc1)c1nc(-c2ccco2)oc1N1CCCCCC1	-0.3	-12	5	-1	0.1	4	4.0	·	-1.6	12
CCOc1ccc(N/C(C)=C/C(=O)c2ccc(C)o2)cc1	-0.6	-9	-6	2	2.3	·	1.1	·	-0.8	9
Cc1cc(C)n(-c2ccccc2[N+](=O)[O-])n1	0.2	27	2	-2	7.5	10	3.1	0	-0.4	-27
Cc1c(NS(=O)(=O)c2cc(C(=O)OCC(=O)N3CCC(C)CC3)ccc2Cl)c(=O)n(-c2ccccc2)n1C	-0.6	24	15	3	1.7	13	-2.0	-2	-1.0	-24
COCCn1c(C)cc(C(=O)CSc2nnc3ccccn23)c1C	1.5	·	-7	·	1.4	-58	-1.0	-3	-1.5	·
CCOC(=O)c1cnc(SCC(=O)OCC(=O)N(CC)C2CCS(=O)(=O)C2)nc1N (centres undefined)	0.5	7	5	-6	0.6	5	2.0	-3	-1.4	-7
NC(=O)C1=C(c2ccccc2)c2ccccc2C1=O	·	3	-1	·	1.2	-37	·	-5	0.0	-3
CC(C)OC(=O)CC(=O)CSc1nc(-c2ccc(F)cc2)cc(-c2ccccc2)c1C#N	2.2	-70	7	-3	4.0	-7	2.3	-1	-2.4	?
N#Cc1ccccc1OCC(=O)C1CC1	-0.3	7	1	-4	3.6	·	2.8	0	-0.2	-7
O=C(NCC1CCCO1)c1cn(Cc2ccccc2)nc1-c1ccccc1 (centres undefined)	0.2	5	6	·	1.4	-7	-0.4	1	-0.5	-5
O=c1cc(/N=C/c2coc3cc(Br)ccc3c2=O)[nH]c(=S)[nH]1	-0.4	·	-6	1	0.9	-8	0.2	0	-4.3	·
CCOC(=O)NC(=O)CSc1cc(C)c2cc(C)cc(C)c2n1	0.5	1	7	·	5.0	4	-1.0	-1	0.1	-1
Cc1c(Cl)cccc1NC(=S)NCc1ccc2c(c1)OCO2	0.6	17	-3	51*	-1.0	0	0.0	2	-1.6	-17
O=C(COC(=O)/C=C/c1cccc(F)c1)NNC(=O)c1ccccc1	1.3	10	-7	-4	2.4	7	4.6	-1	0.2	-10
COCCN(CCOC)C(=O)c1sc2nc(-c3ccccc3)cn2c1C	-0.2	-10	9	-5	2.4	·	1.0	-2	-1.0	10
COc1ccc(C)c(-n2c(=O)n(Cc3ccccc3)c(=O)c3[nH]cnc32)c1	-1.4	·	·	·	3.3	·	-0.7	0	·	·
O=C(CCN=C1NS(=O)(=O)c2ccccc21)Nc1ccc(Cl)cc1F	-3.5	5	-4	-1	-0.8	8	2.8	8	0.5	-5
O=C(NCCCN1CCCC1=O)c1ccc(Cl)c(NS(=O)(=O)c2ccc(F)cc2)c1	-0.9	5	0	-4	2.5	0	-1.5	3	-4.1	-5
CCn1nc(C(=O)Nc2ccc3nc(C)sc3c2)c2ccccc2c1=O	-1.9	14	0	-5	3.3	13	-0.9	-11	-3.3	-14
CCC(Oc1ccc(C)cc1)C(=O)Nc1ccc(S(=O)(=O)Nc2cc(C)on2)cc1 (centres undefined)	0.9	·	11	-2	1.2	-3	3.6	-2	-1.6	·
CCCN(C(=O)C1CSC2(C)CCC(=O)N12)c1c(N)n(Cc2ccccc2)c(=O)[nH]c1=O (centres undefined)	-0.2	17	3	·	3.0	-5	0.7	-2	0.1	-17
Cc1cc(C)c(C(N)=O)c(Nc2cccc3ccccc23)n1	-0.9	1	2	-4	3.5	-27	3.3	-2	·	-1
CC1=C(C(=O)Nc2cc(C(=O)N3CCC(C)CC3)ccc2C)SCCO1	-1.4	-10	1	-1	3.0	2	1.5	-2	-2.4	10
CC(=O)OC(C(=O)NCCN1CCOCC1)c1c(F)cccc1F (centres undefined)	1.6	22	6	-2	3.2	9	1.8	-6	-1.9	-22
Cc1cc(OCC(=O)Nc2ccncc2)ccc1Br	1.4	4	8	-5	4.3	0	2.7	-2	-2.2	-4
Cc1noc(C)c1COc1ccc2ccc(=O)oc2c1	1.9	-7	-9	-1	4.3	-1	3.1	-1	-0.7	7
O=C(CSc1n[nH]c(-c2ccccc2)n1)Nc1ncc(Br)cc1Br	0.2	-14	0	-8	2.0	4	0.3	·	·	14
COc1ccc(/C(O)=C2/C(=O)C(=O)N(c3ccccn3)C2c2ccc(C(C)C)cc2)cc1 (centres undefined)	·	1	-2	-5	2.2	40	·	-3	-2.6	-1
CCC(=O)Nc1cccc(C2=NOC3(C2)C[C@@H](C(N)=O)N(C(=O)c2ccc(OC)cc2)C3)c1 (some centres undefined)	-2.0	22	1	11	1.4	3	1.3	4	-1.4	-22
NS(=O)(=O)c1ccc(NCc2ccccc2OCc2ccc(F)cc2)cc1	-2.9	-37	3	0	4.8	0	3.8	·	-0.5	37
Cc1ccccc1OCC(=O)OCC(=O)Nc1ccc(N2CCOCC2)cc1	-1.8	3	9	-2	4.0	6	-1.1	0	-3.4	-3
O=C1OCCN1C(=O)[C@H]1[C@H](c2ccc(Cl)cc2)C(c2cccc(Cl)c2)=NN1c1ccccc1	-1.2	-25	-7	2	·	11	1.9	·	-0.2	25
CCCCCOc1ccc(C(=O)OC(C)C(=O)NCc2ccco2)cc1 (centres undefined)	0.9	-11	-3	0	0.8	3	-0.9	3	0.7	11
COCCOC(=O)c1c(NC(=O)CN(C)c2ccccc2)sc(C(N)=O)c1C	0.2	-13	-8	·	5.5	-4	0.5	-5	0.1	13
COc1ccc(-c2cc(C(=O)c3c(N)n(C)c(=O)n(C)c3=O)c3ccccc3n2)cc1	-1.3	·	6	0	0.8	57	-1.2	8	-4.1	·
CCOc1ccc(S(=O)(=O)N/N=C(\C)Cc2ccc(OC)cc2)cc1	2.4	38	1	-2	-1.4	1	2.5	-1	-0.5	-38
CCc1cccc(CC)c1NC(=O)C1CSC2(C)CCC(=O)N12 (centres undefined)	-1.6	45	-3	-2	-1.2	9	-0.8	1	0.0	-45
CCOC(=O)Cc1csc(SCC(=O)NC2CCCC2)n1	·	9	-2	0	3.2	-3	·	-4	-1.7	-9
O=C(CSc1nc2ccccc2s1)Nc1cc(S(=O)(=O)N2CCOCC2)ccc1O	-1.4	-27	-6	-3	3.5	-9	2.1	0	-2.8	27
CCNS(=O)(=O)c1cc(Br)ccc1OC	-0.1	17	-6	-1	4.8	·	-0.4	·	0.2	-17
The list goes on:
SMILES	Ecoli viability	SR-BI DiI-HDL act	Tat export inh	CAL PDZ FP-1	phage Ecoli inh	MITF TRPM1 HTS	AddAB inh	Wnt bcat act	CAL PDZ FP-2	SR-BI HDL uptake
CC(C)CNC(=O)NC(=O)COC(=O)c1cc([N+](=O)[O-])ccc1NCc1ccccc1Cl	0.6	·	·	·	4.3	·	1.6	1	·	·
O=C(NCCCO)c1cc2c([nH]c3ccccc32)c(-c2ccc(F)cc2)n1	-0.6	-73	3	-1	1.0	-15	-2.3	-2	-11	73*
O=C(CCNS(=O)(=O)c1ccccc1)N1CCN(c2ccccc2)CC1	-1.4	13	-6	·	0.9	-7	2.1	2	-1.1	-13
COc1ccc(-c2cn3c(C)c(C(=O)Nc4cc(NC(C)=O)ccc4OC)sc3n2)cc1	-1.2	-75	-7	-1	-1.1	-15	1.3	-1	-2.3	75*
Cn1c(=O)c([N+](=O)[O-])c(NCc2ccccc2Cl)c2ccccc21	2.9	12	2	-4	1.6	0	4.1	4	-2.3	-12
S=C(NNC(=S)NC1CC2C=CC1C2)NC1CC2C=CC1C2 (centres undefined)	-2.2	-30	-13	·	4.2	·	3.6	2	-0.4	30
Cc1cc(C)c(S(=O)(=O)NCC2CCC(C(=O)NCCCN3CCC(C)CC3)CC2)c(C)c1 (centres undefined)	-2.4	15	0	4	3.3	-6	1.7	-3	-1.9	-15
COCCNC(=O)CSc1cc(=O)n(C)c2cc(Cl)ccc12	-2.6	13	-6	4	1.2	-7	1.7	-4	0.0	-13
CCOc1ccc(-n2c(=O)c3sccc3n(CC(=O)NCC3CCCO3)c2=O)cc1 (centres undefined)	2.3	14	-3	1	2.8	-9	2.0	0	-2.4	-14
Cc1ccc(-c2nc(N)sc2-c2ccccc2)cc1C	4.9	-53	9	4	8.1	20	8.1	·	-0.1	53
Cc1cc(Nc2ccc(Cl)cc2)nc(N2CCOCC2)n1	-0.3	-56	-3	-3	3.7	·	3.9	7	-0.4	56
COc1ccc(C)cc1NC(=O)c1cc2ccccc2o1	-0.9	-21	0	0	3.2	7	2.9	·	-3.5	21
O=C(CN1C(=O)COc2ccc(S(=O)(=O)N3CCCC3)cc21)NCc1ccccn1	2.1	·	6	0	3.2	-5	1.0	0	-2.6	·
Cn1c(CC(=O)Nc2ccccc2F)nnc1SCC(=O)NC1=NCCS1	0.1	19	-1	-2	0.8	-6	2.2	-2	0.0	-19

Assay outcomes from PubChem BioAssay.
